NR2E3 ag-1: NR2E3 (human) agonism; GST-NR2E3/biotin-RetCOR TR-FRET, 1536-well; inhibition of corepressor binding, % at 4.78 µM; 320,000 tested, 0.12% active; AID 2300;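 active = percent inhibition above the cutoff of mean plus 3 SD of all tested compounds, set per screening campaign, cut at about 20% in these data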;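 note: 0% = DMSO wells and 100% = biotin wells as full block of FRET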
Target sequence (Q9Y5X4 whole entry, looked up): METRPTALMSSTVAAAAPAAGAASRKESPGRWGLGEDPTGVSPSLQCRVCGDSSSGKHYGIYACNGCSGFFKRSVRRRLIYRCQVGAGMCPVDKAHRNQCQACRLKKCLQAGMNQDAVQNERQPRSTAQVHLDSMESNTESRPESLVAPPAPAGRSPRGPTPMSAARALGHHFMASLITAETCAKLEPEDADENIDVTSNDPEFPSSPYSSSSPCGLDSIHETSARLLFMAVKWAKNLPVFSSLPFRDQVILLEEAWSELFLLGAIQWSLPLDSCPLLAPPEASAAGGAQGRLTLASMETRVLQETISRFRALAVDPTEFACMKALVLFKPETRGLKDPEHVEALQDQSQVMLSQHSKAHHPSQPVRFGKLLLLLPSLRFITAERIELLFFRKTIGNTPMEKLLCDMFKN
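Material: NR2E3–RetCOR corepressor complex / Incubation: Compound–protein incubation for 5 h at 4 °C / Dosing: compound at 4.8 µM, single dose / Detection: time-resolved FRET / Benchmarks: high control biotin, low control 0.6% DMSO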
iPSC survival up: enhancers of human iPSC single-cell survival; hiPSC single-cell survival, ATPlite luminescence; 100% = ROCK inhibitor wells, 0% = DMSO; survival enhancement, % at 20 µM; 360,000 tested, 0.044% active; in the data active = survival enhancement above about 18%;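 note: cells exposed to compounds for 16 hours before the ATP read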
Peg3 prom inh: inhibitors of Peg3 promoter; HeLa PEG-Prom luciferase reporter, luminescence, overnight; inhibition, % at 20 µM; 360,000 tested, 1.7% active; AID 588405;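 active = inhibition of at least 50% at 20 µM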
Exocytosis inh: blocks lytic granule exocytosis | TALL-104 LAMP-1 surface exposure, flow cytometry; cells stimulated with thapsigargin and PMA | inhibition, % at 10 µM | 360,000 tested, 0.66% active;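 active = inhibition above about 55%, limit read from the data; inconclusive = no clear call, values can overlap the other calls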
Vif inh: blocks HIV Vif function. HEK293T cells, Vif self-association by quenched fluorescence, imaging, 24 h. inhibition, % at 7.49 µM. 340,000 tested, 0.35% active; in the data active = inhibition above about 50%, passing the limit was not always enough; inconclusive = no clear call, values can overlap the other calls; inactive = below about 31%; note: some results filed as inactive read as strong as hits
CaV13 FRET inh: Primary screen for inhibitors of IQ motif and Ca2+-dependent inactivation inhibitor domain binding in CACNA1D, Förster resonance energy transfer in living cells, …. inhibition, % at 12.3 µM. HEK cells, CFP/YFP FRET ICDI-IQ, plate reader, 10 min; percent FRET-ratio fall versus neutral wells. AID 743397. 340,000 tested, 0.098% active;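 active = mean replicate inhibition of at least 30% and at least 1% of replicates passing that level; inconclusive = only one of the two criteria is met; inactive = neither criterion is met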;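 note: 0% = median of the neutral control wells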
NR2E3 ag-2: agonists of human NR2E3 nuclear receptor; CHO-S Gal4-NCOR/VP16-NR2E3 two-hybrid, luciferase; inhibition of corepressor binding, % at 3.98 µM; 360,000 tested, 0.35% active; AID 602229;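 active = inhibition above the mean of all tested compounds plus 3 SD, cut at about 70% in these data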;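 note: 0% = DMSO with NR2E3 transfected cells and 100% = cells lacking NR2E3 construct; higher means lower luciferase signal from less NR2E3 corepressor binding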
PDI inh: blocks human protein disulfide isomerase activity; P07237; PDI insulin aggregation turbidity, A650, 90 min; inhibition, % at 10 µM; 350,000 tested, 0.052% active; AID 588391;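 active = mean inhibition across replicates of 30% or more, whatever share of single replicates reach that level; inconclusive = mean inhibition below 30% while every single replicate reaches 30%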;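 note: absorbance from insulin aggregation driven by PDI reduction with DTT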
Target sequence (P07237 whole entry, looked up): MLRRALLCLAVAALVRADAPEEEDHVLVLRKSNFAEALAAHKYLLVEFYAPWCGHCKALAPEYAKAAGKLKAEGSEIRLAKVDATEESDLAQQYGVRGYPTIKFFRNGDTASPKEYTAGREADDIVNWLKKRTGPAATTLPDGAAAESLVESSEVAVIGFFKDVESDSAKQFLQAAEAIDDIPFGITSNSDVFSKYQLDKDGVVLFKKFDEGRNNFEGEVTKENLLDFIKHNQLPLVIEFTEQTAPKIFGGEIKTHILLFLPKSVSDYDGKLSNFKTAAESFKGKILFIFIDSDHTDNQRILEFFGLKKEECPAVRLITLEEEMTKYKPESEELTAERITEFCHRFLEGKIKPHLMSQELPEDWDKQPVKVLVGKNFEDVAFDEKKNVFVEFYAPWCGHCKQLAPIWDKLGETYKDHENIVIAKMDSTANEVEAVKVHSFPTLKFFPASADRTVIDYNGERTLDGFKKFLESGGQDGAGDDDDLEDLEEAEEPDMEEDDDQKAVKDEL
HIF-2a block: HIF-2a inhibition. 786-0 RCC cells HIF-2a reporter, luciferase luminescence, overnight. inhibition, % at 18.8 µM. 360,000 tested, 0.72% active. AID 624352;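 active = inhibition of the luminescence signal of 40% or more relative to plate controls, in a single-dose primary screen at 18.75 µM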
TRPM1 prom inh: inhibitors of MITF-driven TRPM1 promoter in melanoma cells | SK-MEL-5 TRPM1 promoter luciferase, 24 h | inhibition, % at 12.5 µM | 330,000 tested, 0.83% active;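 active = mean inhibition across replicates of 60% or more, whatever share of single replicates reaches that level; inconclusive = some that reach 60%, reason not given; inactive = mean inhibition across replicates below 60%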; note: values of inactives mirror those of a sister screen read the other way
aDG glyco up: alpha-DG glycosylation activation | 360,000 tested, 0.22% active | activation, % at 10 µM | Pro5-aDG cells, alpha-DG glycosylation AlphaScreen (IIH6); 0% Pro5, 100% B10-LARGE cell signal | AID 624168;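 active = activation of at least 8% versus controls, or a plate z-score of at least 8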;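 note: Pro5 are CHO cells carrying HIG-tagged alpha-DG that lacks glycosylation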
Active calls of the source: *; ? = inconclusive; . = not tested or not shown.

SMILES	NR2E3 ag-1	iPSC survival up	Peg3 prom inh	Exocytosis inh	Vif inh	CaV13 FRET inh	NR2E3 ag-2	PDI inh	HIF-2a block	TRPM1 prom inh	aDG glyco up
CCCOc1ccc(N2C(=O)CC(NCc3ccc(S(N)(=O)=O)cc3)C2=O)cc1 (configuration not stated)	3	5.1	-7	2	-3	-1	-8	10	11	-9	0.0
Cc1nc(CCNC(=O)CC2C(=O)NCCN2CC(C)(C)C)nc2c1CCC2 (configuration not stated)	0	-0.3	7	-2	2	-4	0	-4	3	3	-0.1
CC(/C=N/NC(=O)c1cc(-c2cccn2C)n[nH]1)=C\c1ccccc1	-1	-0.3	-20	8	-1	-4	19	-3	-9	9	-0.2
O=C(COC(=O)CNC(=O)c1ccccc1)NC12CC3CC(CC(C3)C1)C2	.	5.9	6	-2	3	-5	-22	-3	4	.	-0.1
CC(C)[C@H](NC(=O)c1ccco1)C(=O)OCC(=O)Nc1ccccc1OC(F)F	-1	-0.5	0	2	-6	-1	-8	-6	11	12	-0.1
CCn1cnc2c1c(=O)n(CC(=O)NCc1ccccc1)c(=O)n2Cc1ccccc1	0	-1.7	-3	-2	3	-1	9	14	8	-2	-0.1
COc1ccc(Cl)cc1NC(=O)COC(=O)C1CC1	0	-1.7	-4	1	0	-3	0	?	6	.	0.0
CNc1nc(C)cc(C)c1S(=O)(=O)c1ccc(Cl)cc1	-1	0.9	16	-1	1	-5	-18	-6	11	9	-0.1
COc1cc(CNc2cccc(F)c2)cc(Br)c1O	2	-1.5	-7	-1	-4	-8	14	-1	3	0	0.3
COc1ccc(OC)c(CC(NC(C)=O)C(=O)NC2CCN(C(=O)c3cccc(C)c3)CC2)c1 (configuration not stated)	.	0.2	11	4	5	-7	-15	1	9	-2	-0.1
COc1ccc(CN(Cc2nc3ccccc3c(=O)[nH]2)C(=O)NC2CCCCC2)cc1	0	-1.9	-1	-1	5	-4	-15	1	17	8	-0.3
O=C(COc1ccc(Cl)cc1Br)N1CCN(S(=O)(=O)c2ccccc2)CC1	.	-0.3	13	3	-2	-6	-19	-12	-4	-12	0.3
COc1ccc(/C=C2/C(=O)N(c3nc4ccccc4s3)N=C2CSc2ccc(Cl)cc2)cc1	-1	-1.0	2	0	2	-5	-14	-9	-38	5	-0.2
CCOC(=O)N1CCN(C(=O)CCc2ccc(S(=O)(=O)NCC(C)C)cc2)CC1	-3	0.1	16	1	-2	-4	4	14	16	4	-0.1
O=C(CN1CCN(C(=O)N2CCOCC2)CC1)Nc1ccc(Br)cc1	-2	1.7	4	0	17	-2	0	15	9	6	-0.2
COc1ccc(CCN(C)C(=O)CSc2nnc(C3CC3)n2N)cc1OC	-2	-0.4	18	4	-2	-2	11	-1	10	-1	0.0
Cc1cc(C(=O)OCC(=O)NCCc2ccc(S(N)(=O)=O)cc2)c2ccccc2n1	4	0.5	-7	1	-4	-6	-7	7	2	7	0.2
CC(Sc1nc2cc([N+](=O)[O-])ccc2n1-c1cccc(C(F)(F)F)c1)C(=O)NC(N)=O (configuration not stated)	-1	-1.5	23	-2	-1	-5	-21	0	13	27	-0.4
CC(NC(=O)COC(=O)Cc1ccc(-c2ccccc2)cc1)c1ccccc1 (configuration not stated)	-2	-1.2	-6	-5	0	-4	6	4	11	0	-0.1
CCOc1cccc(C(=O)Nc2ccc3c(c2)OCCO3)c1	0	-0.4	-122	5	-3	-20	-59	-2	-130	-24	0.1
CCN(CC)S(=O)(=O)c1ccc(NC2c3ccccc3C(=O)N2CCN2CCOCC2)cc1 (configuration not stated)	-1	0.2	-6	5	-3	-3	16	.	-3	.	-0.1
CCc1ccc(CN2CCSCC2)cc1	-3	-0.4	1	-12	-8	-21	-26	-14	7	-3	0.0
COC(=O)C1=C(O)CSC1=Nc1ccc(C)cc1	2	-3.4	-5	2	-3	-3	-12	-2	10	-7	0.1
CC(CCc1ccc(O)cc1)NCc1ccc(Cl)cc1Cl (configuration not stated)	2	0.5	-8	4	-1	12	15	11	12	2	0.4
C1=C(c2ccco2)N2CCN=C2S1	-1	-0.6	-3	1	1	-18	-28	2	12	6	-0.1
O=C(COC(=O)COc1ccc(Cl)cc1)Nc1ccc(F)c([N+](=O)[O-])c1	2	-1.4	5	-2	1	-13	-29	-6	17	0	-0.1
Cn1c(CC(=O)Nc2ccccc2F)nnc1SCC(=O)Nc1nncs1	-2	2.3	-1	3	6	-1	-26	11	4	11	0.0
CCOC(=O)C1=C(COC(=O)COc2ccc(C(=O)CC)cc2)NC(=O)NC1C (configuration not stated)	-2	0.1	-3	-6	11	-1	-14	-4	10	-6	0.0
O=C(CN(c1ccc(Cl)cc1)S(=O)(=O)c1ccccc1)N/N=C/c1ccco1	1	8.4	2	-5	-3	-5	-16	-2	11	1	-0.1
O=C1N(Cc2ccccc2F)c2ccccc2C12OCCCO2	5	-3.3	10	-2	-12	-6	-1	-2	19	0	-0.1
O=C(NCCOc1ccccc1)c1ccc2c(c1)S(=O)(=O)c1cc(Cl)ccc1C2=O	.	-0.6	-5	-4	1	-3	-11	1	7	8	0.1
CCOc1ccc(-n2ccnc2SCC(=O)Nc2nnc(C)s2)cc1	-1	4.4	3	0	-4	-2	-31	-5	-2	1	0.1
CN(C(=O)Cn1nc(C(=O)O)c2ccccc2c1=O)C1CCCCC1	.	2.3	-1	0	6	-7	-8	4	-2	-10	-0.1
CCCCc1nnc(NC(=O)c2ccc(OCc3c(C)noc3C)cc2)s1	.	0.0	7	3	-4	-6	2	4	7	23	0.2
CNC(=S)Nc1ccc(-c2nc3ccc(C)cc3s2)cc1	1	-3.6	-238	10	-6	-5	-136	-2	-85	-75	0.7
O=S1(=O)C[C@@H](N2CC[C@@H](O)C2)[C@H](COCc2ccccc2)N1	.	1.3	-10	-1	3	-11	7	.	12	.	-0.2
COc1ccc(-c2nc(-c3ccccc3OC)no2)cc1OC	0	-0.4	-239	1	-1	-4	-59	3	-266	-57	0.0
C=C1c2cc(C)c(C)cc2NC(=O)N1c1ccccc1	3	-0.2	-7	-2	-3	-13	-30	-3	-31	9	-0.2
COC(=O)C1C2C=CC(C3CC23)C1C(=O)OCC(=O)c1ccccc1 (configuration not stated)	0	0.8	13	1	4	-5	-11	5	5	0	0.0
COCCN(C(=O)CNC(=O)c1ccco1)C(C(=O)NC1CCCC1)c1ccccc1 (configuration not stated)	-7	0.0	-2	-14	2	-7	-17	-3	8	5	0.2
C/C(=C\c1cc2ccccc2o1)C1Nc2cccc3cccc(c23)N1	7	-1.5	-5	-6	9	-5	-20	-5	33	9	-0.2
C#CCNC(=O)C1CCN(c2ccc(S(=O)(=O)N3CCOCC3)cc2Cl)CC1	2	-0.2	3	3	5	-7	2	18	8	-4	-0.4
Cc1ccc(N2C(=O)CSC2c2ccccn2)cc1Cl (configuration not stated)	2	-0.5	-1	-3	-1	.	-5	0	-19	4	0.2
Cc1cc(S(=O)(=O)N2CCCC2)ccc1OCC(=O)N1CCC(C(N)=O)CC1	1	-0.2	10	-4	-7	-8	17	-9	7	-5	-0.2
COc1ccc(CCN(C)C(=O)c2cnc(C)cn2)cc1OC	5	0.6	0	-3	12	-3	-31	9	9	7	-0.1
Cc1cccc(-c2noc(CCCOc3ccc(Cl)cc3Cl)n2)c1	-7	-3.3	-30	4	18	-4	-9	7	-30	-6	0.0
Cn1c(=O)n(CCCO)c(=O)c2c1nc1n2CCCN1Cc1ccccc1	-1	-0.5	13	-1	7	-7	-12	2	16	-1	-0.2
O[C@H]1C[C@H](c2ccc(Cl)cc2)N(CC2CCCCC2)C[C@@H]1n1cc(-c2ccc(F)cc2)nn1	.	5.3	5	3	-1	-5	-11	0	5	.	0.1
O=C(CCS(=O)(=O)c1ccccc1)N(CCCN1CCOCC1)c1nc2c(F)cccc2s1	1	-0.5	104*	29	4	-5	-18	9	-75	-19	-0.6
CCOC(=O)c1ccc(S(=O)(=O)N2CCN(C(C)=O)CC2)cc1	1	-0.1	-21	-2	10	9	19	2	5	4	0.9
COc1ccc2[nH]c(=O)c(CN(CC3CCCO3)C(=O)Nc3ccc(F)cc3)cc2c1 (configuration not stated)	.	6.8	77*	-1	3	.	4	-2	16	14	0.0
COC(=O)c1ccc(C23CC4(C2)[C@H](CN(Cc2ccc(C(F)(F)F)cc2)[C@@H]4c2ccccc2)C3c2ccccc2)cc1 (some centres not stated)	0	-1.1	8	22	13	.	-31	-9	16	-13	0.1
COc1ccc(NC(=O)CSc2nnc3n2CCCCC3)cc1S(=O)(=O)N(C)C	.	0.8	1	-8	9	15	-6	-2	10	.	-0.1
c1csc(CNc2ncnc3ccc(-c4ccc5c(c4)OCO5)cc23)c1	2	-2.0	30	-4	12	-5	-2	8	29	7	0.9
CCCn1c(=O)c(C(=O)NCc2ccc3c(c2)OCO3)c(O)c2ccccc21	.	0.6	17	-2	-6	-4	12	-1	29	-6	0.0
CC(/C=N/NC(=O)c1cccs1)=C\c1ccccc1	0	-1.5	-297	17	-12	0	-190	-7	-232	-98	-0.5
O=C(Cn1nc(-c2ccccc2)ccc1=O)NCc1ccc2c(c1)OCO2	-1	-0.5	-1	4	-2	-8	1	0	-18	3	-0.1
CC(C)Oc1ccc(/C=N/NC(=O)C2CCCN2S(=O)(=O)c2ccc(Cl)cc2)cc1 (configuration not stated)	-5	-1.3	-10	-15	.	.	-1	-6	7	5	0.4
Nn1c(Cc2cccc3ccccc23)nnc1SCCOc1ccc(F)cc1	-1	2.1	6	-4	-5	-3	-14	-1	14	1	-0.1
COc1ccccc1C1CCN(Cc2c(C)[nH]c3ccccc23)CC1	-2	0.0	-9	2	-5	-5	-6	10	20	2	0.0
Cc1nnc(SCC(=O)NC(=O)NCCC(C)C)s1	0	0.8	0	-1	-7	1	18	13	7	9	-0.3
COc1ccccc1C(=O)NCCC(=O)NCC1COc2ccccc2O1 (configuration not stated)	4	-2.8	5	-1	1	-7	-24	10	15	3	0.0
COc1ccc(S(=O)(=O)N(C)CC(=O)Nc2ccc3c(c2)OCO3)cc1	1	-0.4	-6	5	-1	.	8	-4	-21	-8	-0.2

Quoted at random: 3 entries already listed
SMILES	NR2E3 ag-1	iPSC survival up	Peg3 prom inh	Exocytosis inh	Vif inh	CaV13 FRET inh	NR2E3 ag-2	PDI inh	HIF-2a block	TRPM1 prom inh	aDG glyco up
CNc1nc(C)cc(C)c1S(=O)(=O)c1ccc(Cl)cc1	-1	0.9	16	-1	1	-5	-18	-6	11	9	-0.1
Cn1c(=O)n(CCCO)c(=O)c2c1nc1n2CCCN1Cc1ccccc1	-1	-0.5	13	-1	7	-7	-12	2	16	-1	-0.2
COc1ccc(/C=C2/C(=O)N(c3nc4ccccc4s3)N=C2CSc2ccc(Cl)cc2)cc1	-1	-1.0	2	0	2	-5	-14	-9	-38	5	-0.2

Source: PubChem BioAssay
